High-throughput results as filed in PubChem BioAssay.
ADAM17 inh: inhibits human ADAM17; P78536; inhibition, % at 6.95 µM; recombinant ADAM17, EDANS/DABCYL FRET peptide cleavage; 0.83% of 370,000 active;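 active = inhibition above the mean of compounds lying between control limits plus 3 SD, set per campaign, cut at about 8.5% in these data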;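 note: 0% = DMSO-only wells as the low control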
ADAM10 inh: inhibitors of human ADAM10 | O14672 | recombinant ADAM10, EDANS/DABCYL FRET peptide cleavage, 3 h | inhibition, % at 7 µM | 0.62% of 370,000 active | AID 720582;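 active = inhibition above a per-campaign cutoff equal to the mean of compounds falling between control-based bounds plus 3 SD, cut at about 20% in these data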;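 note: 0% = DMSO wells while the 100% control is not disclosed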
Target sequence (O14672 214-748 limits assumed): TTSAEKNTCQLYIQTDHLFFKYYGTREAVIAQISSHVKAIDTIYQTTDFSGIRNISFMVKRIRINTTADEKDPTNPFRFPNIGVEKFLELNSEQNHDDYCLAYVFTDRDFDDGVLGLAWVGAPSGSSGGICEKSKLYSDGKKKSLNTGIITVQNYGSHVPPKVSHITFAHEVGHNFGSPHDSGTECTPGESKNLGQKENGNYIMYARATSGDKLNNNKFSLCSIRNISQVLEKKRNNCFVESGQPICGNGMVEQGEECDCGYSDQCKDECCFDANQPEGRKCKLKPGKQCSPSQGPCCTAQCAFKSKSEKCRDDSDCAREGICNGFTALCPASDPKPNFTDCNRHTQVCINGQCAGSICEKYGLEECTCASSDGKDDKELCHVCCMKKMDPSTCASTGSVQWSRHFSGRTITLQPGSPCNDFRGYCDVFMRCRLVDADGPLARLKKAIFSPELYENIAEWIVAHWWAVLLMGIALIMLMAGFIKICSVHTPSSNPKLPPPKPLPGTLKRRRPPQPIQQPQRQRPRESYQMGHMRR
DAX1 inh-1: blocks DAX1 repression of SF-1 activated StAR promoter; HEK293T StAR-luciferase reporter, SF-1/DAX-1 repression relief; inhibition, % at 6.8 µM; 1.1% of 370,000 active; AID 652010;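 active = inhibition above the mean over all tested compounds plus 3 SD, cut at about 3.6% in these data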;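 note: 0% = DAX-1 cells with DMSO and 100% = cells lacking DAX-1 with DMSO; higher inhibition means more luminescence from relief of DAX-1 repression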
PLCg1 inh: PLC-gamma1 (human) inhibition, primary screen; AID 720700; purified PLC-gamma1, fluorogenic substrate, fluorescence; inhibition, % at 12.2 µM; 0.84% of 370,000 active; in the data active = inhibition above about 9.5%
ssDAF12 agonist: activates DAF-12 receptor from parasite S. stercoralis; 1% of 370,000 active; HEK293 ssDAF-12/GRIP1 lit1-tk-luc reporter, luminescence; % of 3 µM dafachronic acid response; activation, % at 6.8 µM; AID 652126;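 active = activation above the mean over all tested compounds plus 3 SD, cut at about 0.9% in these data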;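 note: 0% = DMSO-only wells and 100% = 3 µM delta7-dafachronic acid wells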
GAA850 FXN act: activators of GAA850 frataxin (FXN) promoter; HEK293 lucGAA850 FXN promoter luciferase reporter, 24 h; percent of 10 µM SAHA response; activation, % at 6 µM; 0.56% of 360,000 active;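 active = activation above the average of all compounds screened plus 3 SD, cutoff fixed separately per campaign, cut at about 7.5% in these data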;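 note: 0% = DMSO wells and 100% = 10 µM SAHA wells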
hcDAF-12 act: activators of H. contortus DAF-12 nuclear receptor; HEK293 hcDAF-12 lit1-tk-luc reporter, luminescence; 0% DMSO, 100% Δ7-dafachronic acid; activation, % at 6.8 µM; 1.4% of 370,000 active; AID 652067;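 active = activation above the mean of all tested compounds plus 3 SD, cut at about 5.5% in these data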;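 note: 100% = response to 3 µM Δ7-dafachronic acid high control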
PLCb3 inh: PLC-beta3 (human) inhibition, primary screen; Q01970; inhibition, % at 12.2 µM; Purified PLC-beta3, fluorogenic substrate, fluorescence; 0.18% of 370,000 active; in the data active = inhibition above about 11%;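 note: 0% = median of compound wells on plate and 100% = full blocker control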
hgDAF-12 ag: activates the H. glycines DAF-12 receptor ligand-binding domain; HEK293 GAL4-hgDAF12 UAS-luciferase reporter, agonist luminescence; normalized to butyrate control; activation, % at 6.8 µM; 1.8% of 370,000 active;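 active = activation above a cutoff set at the mean of all screened compounds plus 3 SD, cut at about 10% in these data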;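 note: 0% = DMSO wells and 100% = sodium butyrate wells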
DAX1 inh-2: NR0B1 (DAX1) inhibition. AID 504766. HEK293 Gal4-DAX1 luciferase reporter, luminescence. inhibition, % at 6.75 µM. P51843. 0.99% of 340,000 active;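 active = inhibition above the mean over all tested compounds plus 3 SD, cut at about 4.2% in these data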;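 note: 0% = DAX1-transfected cells with DMSO and 100% = empty-vector control cells with DMSO; inhibition shows as a rise in luminescence from relieved DAX1 repression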
Target sequence (P51843 207-470 limits assumed): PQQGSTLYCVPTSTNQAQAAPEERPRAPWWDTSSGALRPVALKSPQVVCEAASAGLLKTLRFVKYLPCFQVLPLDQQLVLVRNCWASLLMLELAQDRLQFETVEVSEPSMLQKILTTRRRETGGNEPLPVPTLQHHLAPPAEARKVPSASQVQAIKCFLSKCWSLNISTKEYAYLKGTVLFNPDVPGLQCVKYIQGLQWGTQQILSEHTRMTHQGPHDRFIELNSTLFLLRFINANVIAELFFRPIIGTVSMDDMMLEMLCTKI
sPLA2-III inh: Inhibits HGIII-sPLA2 liposome hydrolysis, primary screen; Q9NZ20; 0.56% of 370,000 active; AID 743126; inhibition, % at 12.2 µM; QFRET BODIPY PC-A2 liposome hydrolysis, fluorescence;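 active = inhibition above mean plus 3 SD of compounds lying within the high and low control bounds, cut at about 19% in these data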;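 note: 0% = median of test compound wells and 100% = no enzyme DMSO wells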
An asterisk follows results filed as active; nt = not tested or not shown.

SMILES | ADAM17 inh | ADAM10 inh | DAX1 inh-1 | PLCg1 inh | ssDAF12 agonist | GAA850 FXN act | hcDAF-12 act | PLCb3 inh | hgDAF-12 ag | DAX1 inh-2 | sPLA2-III inh
Cn1c(C(=O)OC(C(=O)NCC2CCCO2)c2cccnc2)cc2sccc21 (configuration not stated) | -9 | -16 | -0.1 | 2 | -1.1 | 1.4 | -2.2 | -7 | -3.0 | 0.6 | 6
N#C/C(=C\c1c(Cl)cccc1Cl)c1nc2ccccc2[nH]1 | -19 | -48 | -0.1 | -220 | -0.3 | 4.5 | 2.9 | -287 | 0.5 | -1.1 | -7
O=C(CCC(=O)Nc1cccc(Cl)c1)N/N=C/c1cc([N+](=O)[O-])ccc1O | 1 | 5 | -0.3 | 1 | 0.5 | -0.2 | -0.2 | -3 | 0.8 | -0.8 | -8
C=CC(COCc1ccccc1)N([C@@H](Cc1ccccc1)C(=O)OC)S(=O)(=O)c1ccccc1Br (some centres not stated) | 1 | 3 | -0.7 | 0 | -1.0 | 2.6 | -1.3 | 1 | -0.7 | -0.3 | -14
COc1ccc(CN(C)C(=O)c2ccc(NS(=O)(=O)c3ccc4[nH]c(=O)[nH]c4c3)cc2)c(OC)c1OC | -3 | -13 | -0.3 | -1 | -1.4 | 1.0 | -0.2 | -8 | -0.4 | -0.1 | -12
CCCOc1ccc(/C(O)=C2/C(=O)C(=O)N(CCCn3ccnc3)C2c2ccco2)cc1 (configuration not stated) | 1 | -2 | 0.3 | -1 | -1.2 | 2.9 | -1.0 | -4 | 0.5 | 2.7 | -9
Cc1noc(NS(=O)(=O)c2ccc(NC(=O)C34CC5CC(C3)CC(n3cnc(Br)n3)(C5)C4)cc2)c1C | -3 | -4 | -0.2 | 0 | -0.9 | 1.6 | -1.3 | 4 | 0.3 | 0.7 | -18
Cc1ccc(C)c(N/C=C(\C#N)c2nc3ccccc3o2)c1 | 2 | -11 | 0.3 | 4 | -0.4 | 1.6 | 0.7 | 2 | 0.7 | 0.3 | 11
Cn1c(SCC(=O)N2CCN(Cc3ccccc3)CC2)nnc1-c1ccncc1 | 0 | 0 | -0.2 | 0 | -1.2 | -1.8 | -1.5 | 2 | -1.6 | -0.4 | 0
CN1CCN(CCCCOc2cccc3ccccc23)CC1 | -6 | -14 | 0.1 | 2 | -0.3 | 3.1 | 4.2 | -14 | 4.0 | -0.2 | 8
Cc1nn(C)cc1/C=N/NC(=O)c1sc2ccccc2c1Cl | -3 | 12 | -0.6 | -5 | -1.1 | -0.6 | -1.0 | -12 | 0.9 | -0.9 | 4
[O-][N+](=Cc1ccccc1)CC1(O)CCCCC1 | -1 | -5 | -0.3 | 1 | -0.9 | -1.2 | 1.1 | 2 | -0.7 | 0.9 | 2
CC12CC(NC(=O)N1c1cccc(C(=O)NCc3ccc4c(c3)OCO4)c1)c1cc(Cl)ccc1O2 (configuration not stated) | -1 | 11 | -0.5 | 0 | -1.1 | -1.6 | -2.1 | 0 | -1.5 | -1.6 | -3
Cc1ccc2nc(C)c(C(=O)NN=C3CCN(C)CC3)n2c1 | -3 | -1 | -2.4 | -3 | -1.7 | -4.2 | -1.7 | -8 | -1.0 | -2.5 | 0
COc1cc(-c2noc(CCCC(=O)NC3CCCCC3)n2)cc(OC)c1OC | -3 | 2 | -1.1 | 4 | -1.2 | 0.3 | -0.6 | 3 | 4.6 | -0.2 | 1
CCC1=[N+](CC(=O)c2ccc(C)cc2)CCn2cccc21 | -9 | -29 | 0.6 | -112 | -0.6 | 2.3 | 1.6 | -152 | 1.2 | 0.3 | -8
CCOC(=O)c1ccc(Nc2nnc(C)c3ccccc23)cc1 | -6 | -18 | -0.2 | -189 | -1.7 | 3.2 | -2.9 | -200 | -1.9 | -0.3 | 1
COc1ccc(S(=O)(=O)N2CCC3(CC2)OCCO3)cc1 | -3 | -1 | -0.2 | 1 | -0.7 | 1.5 | -1.5 | 5 | -0.1 | 0.2 | -2
C=CCNC(=O)CN1C2CCCC1CC(NC(=O)c1ccccc1C)C2 (configuration not stated) | -1 | 4 | 0.1 | -1 | -1.5 | 1.1 | -2.4 | 0 | -1.9 | 0.0 | 1
O=C(O)c1cc(-c2ccc(Cl)cc2)n(-c2ccc(Cl)cc2)n1 | 1 | -9 | -0.6 | 4 | -0.7 | 1.5 | -1.7 | -2 | 0.6 | -0.8 | -11
CC(=O)c1ccc(NC(=O)c2cc(CC(C)C)on2)cc1 | 0 | 7 | -0.3 | 3 | -0.6 | -0.7 | 2.3 | 3 | 2.0 | 0.8 | 2
CCS(=O)(=O)c1nc(S(=O)(=O)c2ccc(C)cc2)c(N2CCCC(C)C2)s1 (configuration not stated) | 0 | 13 | -0.3 | 0 | -0.6 | 0.6 | -1.3 | -1 | -0.1 | 0.9 | -16
Cn1ccnc1SCC(=O)Nc1ccc2c(c1)OCO2 | 0 | -2 | -0.2 | -1 | -1.0 | 2.4 | -1.2 | 0 | 1.3 | 0.1 | 4
CC(=O)c1cccc(NS(=O)(=O)c2c(C)noc2C)c1 | 2 | 7 | 0.5 | -1 | -1.4 | -1.1 | -1.7 | -4 | -0.8 | 1.5 | 6
COc1ccc(S(=O)(=O)N2CCOCC2)cc1C(C)C | 3 | 8 | 0.2 | 1 | -1.8 | 2.4 | -1.5 | 2 | -1.9 | -0.6 | 3
Cc1cccc(-n2ncc3c(NCc4ccccc4)ncnc32)c1 | -1 | -4 | -2.5 | 0 | -0.1 | -3.2 | 0.2 | -3 | 12* | -0.6 | -8
CC1=C(C(=O)Nc2ccccc2C(=O)N2CCN(c3ccccc3)CC2)SCCO1 | -5 | -11 | -1.1 | -3 | -0.7 | 1.1 | -0.4 | -1 | 1.8 | -0.3 | 7
Oc1ccc(/C=N/n2c(C3CCCCC3)n[nH]c2=S)c(O)c1 | 0 | -12 | 0.2 | -5 | 0.1 | 2.6 | -1.4 | -10 | -2.5 | -0.2 | 1
CCN(CC)S(=O)(=O)c1ccc(N/N=C/c2cccnc2)nc1 | -1 | 2 | 0.1 | 4 | -1.4 | -0.1 | -0.6 | -7 | 0.6 | 0.2 | -5
C[C@H](CO)N1C[C@H](C)[C@@H](CN(C)S(=O)(=O)c2cccc(C#N)c2)OCc2cn(nn2)CCCC1=O | -1 | -17 | 0.6 | -2 | -0.8 | 0.8 | 0.9 | 0 | 1.1 | 1.6 | 9
CC1(C)OC(=O)C2=C(CC(CCc3ccccc3)OC2c2ccc(Cl)cc2)O1 (configuration not stated) | 7 | 17 | -1.2 | 5 | -1.1 | nt | -1.8 | 0 | 3.4 | nt | 0
CC1CCCCN1C(=O)CNCC1CCCO1 (configuration not stated) | 0 | -10 | 0.2 | 2 | -0.5 | 0.2 | -0.7 | -1 | 0.1 | -1.5 | 0
CCn1cnc2sc(C(=O)Nc3ccc4c(c3)OCO4)c(C)c2c1=O | -1 | -4 | 0.9 | 3 | 0.0 | 4.6 | 0.8 | -1 | 13* | -0.4 | 10
O=C(Nc1ccncc1)c1ccc(Cl)c([N+](=O)[O-])c1 | 1 | -2 | -1.3 | -3 | -1.1 | -0.2 | 0.8 | -4 | 0.7 | 1.5 | 0
O=C1CCN(CCCN2CCC(=O)N(Cc3ccccc3)C2=S)C(=S)N1Cc1ccccc1 | 7 | 9 | -2.7 | -6 | -1.7 | -1.7 | -2.4 | 6 | 1.4 | -0.7 | -26
COc1ccc(NC(=O)CS(=O)CC(=O)NC2CCCc3ccccc32)cc1 (configuration not stated) | 3 | 9 | 0.0 | 9 | -1.1 | -0.2 | -0.8 | 0 | -0.5 | 0.2 | 5
COc1ccc(NC(=O)c2nnn(CC(=O)Nc3ccc4c(c3)OCO4)c2N)cc1OC | -9 | 7 | -0.8 | 2 | -0.9 | -0.4 | 2.7 | -9 | 5.9 | 1.0 | -2
COc1ccc(NC(=O)NC23CC4(C)CC(C)(CC(C)(C4)C2)C3)cc1OC | 5 | -3 | 0.7 | 2 | -1.5 | 0.3 | 0.5 | 3 | -1.7 | -0.6 | 7
O=C(N/N=C/c1cc2c(c([N+](=O)[O-])c1)OCO2)c1ccncc1 | -3 | 0 | 0.1 | -1 | -0.6 | 0.9 | 1.8 | -6 | -0.5 | 3.8 | -3
CC(C)CN1C[C@@H]2CSCCS(=O)(=O)N2C1=O | -7 | -5 | -1.6 | 2 | -0.2 | nt | -0.4 | 0 | -1.3 | nt | 5

Entries shown so far with a nitro group on carbon:
SMILES | ADAM17 inh | ADAM10 inh | DAX1 inh-1 | PLCg1 inh | ssDAF12 agonist | GAA850 FXN act | hcDAF-12 act | PLCb3 inh | hgDAF-12 ag | DAX1 inh-2 | sPLA2-III inh
O=C(CCC(=O)Nc1cccc(Cl)c1)N/N=C/c1cc([N+](=O)[O-])ccc1O | 1 | 5 | -0.3 | 1 | 0.5 | -0.2 | -0.2 | -3 | 0.8 | -0.8 | -8
O=C(Nc1ccncc1)c1ccc(Cl)c([N+](=O)[O-])c1 | 1 | -2 | -1.3 | -3 | -1.1 | -0.2 | 0.8 | -4 | 0.7 | 1.5 | 0
O=C(N/N=C/c1cc2c(c([N+](=O)[O-])c1)OCO2)c1ccncc1 | -3 | 0 | 0.1 | -1 | -0.6 | 0.9 | 1.8 | -6 | -0.5 | 3.8 | -3

(continued)
SMILES | ADAM17 inh | ADAM10 inh | DAX1 inh-1 | PLCg1 inh | ssDAF12 agonist | GAA850 FXN act | hcDAF-12 act | PLCb3 inh | hgDAF-12 ag | DAX1 inh-2 | sPLA2-III inh
O=C(Nc1nccs1)Oc1ccccc1 | -4 | -1 | 0.6 | -3 | -1.7 | -2.8 | -0.3 | 3 | -0.6 | 0.3 | 1
COc1cc(S(=O)(=O)N2CCN(c3ccc(F)cc3)CC2)ccc1Cl | 0 | 2 | 0.0 | 1 | -1.0 | -1.6 | -0.8 | -1 | -0.7 | -0.1 | -2
Nn1cnnc1SCC(=O)N(C1CCCCC1)C1CCCCC1 | -1 | 11 | -0.7 | 11* | -1.1 | 2.2 | 0.5 | 6 | 1.7 | 0.6 | 0
CC(NC(=O)C1CCCC1)C1CC2CCC1C2 (configuration not stated) | -1 | 1 | 0.5 | 1 | -1.9 | 1.1 | -2.4 | 3 | -0.7 | -0.8 | 0
CC(C)Sc1nnc(NC(=O)CCc2ccccc2)s1 | -3 | -1 | 2.0 | 1 | -1.6 | 1.7 | 0.1 | -6 | 0.6 | 0.3 | -3
O=C(CNC(=O)c1ccc(F)cc1)NCc1ccc(S(=O)(=O)N2CCOCC2)cc1 | -7 | -10 | 0.5 | 3 | -0.2 | -0.2 | -0.1 | -7 | -2.3 | -0.5 | 0

Random draw from the library. About 6.9% of those tested had a hit in this group.
